Screening results from PubChem BioAssay.
Dicer inh – inhibitors of human Dicer processing of pre-microRNA | Q9UPY3 | cat-ELCCA pre-miR-21 Dicer processing, chemiluminescence; hits give high values | z-score at 25 µM | 47,000 tested, 6% active | AID 1347074; in the data active means z-score above about 3, passing the limit was not always enough;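 further: plate controls were vehicle for no effect and no enzyme for full effect; higher signal means more uncleaved substrate so more Dicer inhibition; strong numbers were not always called active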
An asterisk follows results filed as active. The list is partial; count on the stated rates, not on these rows.

SMILES	Dicer inh
CCOc1ccc(C(=O)CC2(O)C(=O)N(CCc3ccccc3)c3ccc(Br)cc32)cc1 (stereo not given)	1.76
Cc1ccc2c(N)c(C(N)=O)sc2n1	-0.93
O=c1c(-c2cccc(Cl)c2)c(C(F)(F)F)oc2c(CN3CCOCC3)c(O)ccc12	-0.71
COc1ccc2[nH]c3c(c2c1)CCn1c-3nc2sc3c(c2c1=O)CCCCC3	0.69
O=C(Nc1ccc(Cl)cc1)Nc1nc(-c2cc(Cl)c(Cl)s2)cs1	1.52
O=S(=O)(NNc1ncnc2sccc12)c1ccc(Cl)cc1	2.18
Cc1ccc(N2C(=O)CC(Sc3nnc(C)s3)C2=O)cc1 (stereo not given)	0.01
O=C1CC(N2CCN(c3ccccc3O)CC2)C(=O)N1c1ccccc1F (stereo not given)	2.29
COc1ccc(-c2cc(=O)[nH][nH]2)cc1	-6.58
CC(C)(C)C1CCc2c(sc(NC(=O)c3cccs3)c2C(=O)N2CCOCC2)C1 (stereo not given)	-0.48
COc1cccc(=O)c2c(C)n(CC(=O)c3ccccc3)c(C)c12	3.25*
CSc1sc(C(=O)NNS(=O)(=O)c2ccccc2C(F)(F)F)c2c1C(O)CCC2 (stereo not given)	-1.66
O=C(CCSc1nnc2scc(-c3ccccc3)n12)Nc1nc(-c2ccccc2)ns1	1.92
CCCN1CN(Cc2ccccc2)CC2=C1CC(C)(C)CC2=O	-1.8
C#CCSc1nc(C)c(Cc2c(F)cccc2Cl)c(=O)[nH]1	0.46
CCCn1c(C(O)c2ccccc2)nc2ccccc21 (stereo not given)	0.43
COc1ccc(C2Oc3ccccc3C3CC(c4cc(OC)ccc4O)=NN32)cc1 (stereo not given)	9.84*
COC(OC)c1[nH]c(=S)ncc1C(=O)O	-1.22
CCOC(=O)c1cnn2c1nc(Oc1cc(C(F)(F)F)cc(C(F)(F)F)c1)c1ccccc12	-0.15
Cc1nn(-c2ccccc2)c2c1C(=O)C(Br)C(c1ccccc1)C2 (stereo not given)	-1.38
O=c1nc2cccc3c2=c(/c1=C(\O)c1ccccc1)c1ccccc1c3=O	-0.8
COc1ccccc1OCCSc1nnc2[nH]c(=O)cc(N)n12	1.95
Cc1ccc(C2Nc3ccccc3NC3=C2C(=O)CC(c2cccs2)C3)cc1 (stereo not given)	3.24*
C=CCn1cnc2c1c(=O)[nH]c(=O)n2C	1.54
CCOC(=O)CSc1nnc2c3ccccc3n(CC)c2n1	-0.08
SMILES	Dicer inh
COc1cc(C2Oc3ccccc3C3CC(c4ccccc4O)=NN32)ccc1O (stereo not given)	11.1*
COc1cccc(C2C3=C(CC(C)(C)CC3=O)NC3=C2C(=O)c2ccccc23)c1 (stereo not given)	0.77
COCc1[nH]c(=S)c(C#N)cc1C(=O)OC	0.39
O=C(O)c1cccc(S(=O)(=O)Nc2ccc3oc(=O)sc3c2)c1	-0.91
COc1ccc(OC)c(C2Nc3c(C)cccc3-c3cc(C)nn32)c1 (stereo not given)	-1.33
Cn1c(Cc2nn(C)c(=O)c3ccccc23)nnc1SCc1ccc(Cl)cc1Cl	-0.64
C=CCOC(=O)COc1ccc2c(c1)oc(=O)c1ccccc12	0.38
CCOc1ccc2c(=O)c(Oc3ccccc3Br)c(C(F)(F)F)oc2c1	2.22
CCOC(=O)c1sc(SC)c2c1CCc1cnoc1-2	-0.76
O=c1nc(-c2ccc(Cl)cc2)oc2ccccc12	0.94
O=C(CN1CCc2ccccc21)Nc1scc2c1c(=O)oc1ccccc12	-4.59
CC(C)(C)NC(=O)CSc1nc2ccc(Cl)cc2o1	1.19
COc1ccccc1NC(=O)NC(N)=O	1.63
COC(=O)C1=C(C)NC2=C(C(=O)CC(c3ccccc3Cl)C2)C1c1ccc(Br)cc1 (stereo not given)	-4.43
COc1cc(C(C2C(=O)CC(C)(C)CC2=O)C2C(=O)CC(C)(C)CC2=O)ccc1O	-0.55
CSc1scc(-c2cccs2)c1CNC(=O)c1ccccc1Cl	-0.94
Cc1cc(=O)[nH]c(SCc2nc3ccccc3[nH]2)n1	-0.84
C=CCOC(=O)C1=C(C)NC2=C(C(=O)CCC2)C1c1ccc(CC)cc1 (stereo not given)	0.64
O=C1NNC(c2ccccc2)=N/C1=C\c1ccc(Cl)cc1	-3.16
COc1ccc(C(=O)CC2(O)C(=O)Nc3ccc(Cl)cc32)cc1 (stereo not given)	-0.35
COc1cccc(C2Oc3ccccc3C3CC(c4cc(OC)ccc4O)=NN32)c1 (stereo not given)	0.91
COc1ccc(C(=O)Nc2ccc(Oc3cccc(C(F)(F)F)c3)nc2)cc1OC	-0.45
COC(=O)c1sc2cc(-c3ccc(F)cc3)sc2c1C	3.77*
COC(=O)c1ccc(S(=O)(=O)NCCNc2ncc(Cl)cc2C(F)(F)F)n1C	0.44
Cc1csc(NC(=O)Nc2ccc(C(C)(C)C)cc2)c1-c1nc2ccccc2s1	-1.15
SMILES	Dicer inh
O=C(C1Sc2nnc(-c3ccccc3)n2NC1c1ccc(F)cc1)N1CCCCC1 (stereo not given)	1.14
Cc1nn(C)c(C)c1CNC(=O)c1cc2n(n1)C(C(F)(F)F)CC(c1ccco1)N2 (stereo not given)	1.7
CC(=O)Nc1cc(N2CC(C)CC(C)C2)c(F)cc1[N+](=O)[O-] (stereo not given)	28.1*
O=C(CC(Sc1ccc(Cl)cc1Cl)c1ccccc1)c1ccc(F)cc1 (stereo not given)	-0.89
O=C(c1ccccc1)n1ccc(-c2cccs2)n1	-3.12
Cc1c(-c2nnc(-c3cccc(C(F)(F)F)c3)o2)sc2nc(-c3ccc(Cl)cc3)nn12	-0.53
CC1(C)CC(=O)C2=C(C1)Nc1cc(C(=O)c3ccccc3)ccc1NC2c1ccco1 (stereo not given)	2.7
Cc1ccc(S(=O)(=O)/N=S(\C)c2ccc(OCc3ccccc3)cc2)cc1 (stereo not given)	-1.17
N#CC1=C2N=C(N)c3ccccc3N2C2=C(C(=O)CCC2)C1c1cccnc1 (stereo not given)	1.33
Cc1nnc(N2C(=O)c3oc4ccccc4c(=O)c3C2c2ccc(O)cc2)s1 (stereo not given)	-0.45
COc1ccc2c(c1)c(=O)oc1c(C)c(OCc3cc(C(=O)O)oc3C)ccc12	-1.11
Cc1sc(-n2c(C)c3c(C)nnc(C)c3c2C)nc1-c1cccs1	-0.51
O=C(NC(Cc1ccccc1)C(=O)O)c1ccc(C(=O)NC(Cc2ccccc2)C(=O)O)cc1 (stereo not given)	-0.73
CCOC(=O)NC(=O)/C(C#N)=C/c1ccc(N(C)C)cc1	3.41*
Cc1c(C#N)c(Sc2ccccc2Cl)nc2ccccc12	-0.23
O=c1cc(O)c2sc3nc(-c4ccncc4)ccc3c2[nH]1	-1
S=c1c2ccccc2oc2ccccc12	-3.73
O=C(Cc1nc(O)cs1)c1ccccc1	-1.26
CC(=O)NCCCS(=O)(=O)O	-0.12
Cc1ccc(-n2[nH]c(C)c(C=Nc3ccc(Cl)cc3)c2=O)cc1	0.73
CC(C)CCNC(=O)Cn1cnc2c1c(=O)n(C)c(=O)n2C	2.7
N#Cc1c(-c2cccs2)cc(-c2ccc([N+](=O)[O-])cc2)nc1OCC(=O)c1ccccc1	-0.3
CC1CN(S(=O)(=O)c2ccc(Cl)cc2)CCN1S(=O)(=O)c1ccc(Cl)cc1 (stereo not given)	2.53
CCCc1[nH]c(=O)cc2cc(OC)c(OC)cc12	-5.27
N=c1c2cnn(-c3ccccc3)c2ncn1/N=C/c1ccc(Cl)cc1	0.2
SMILES	Dicer inh
O=C(Nc1ccc(N2CCN(c3ncccc3C(F)(F)F)CC2)nc1)c1cccs1	2.3
O=S(=O)(c1ccc(Cl)cc1)N1CCN(C2CCC(c3ccccc3)CC2)CC1 (stereo not given)	0.12
CCSCCOC(=O)C1=C(C)NC2=C(C(=O)CC(c3cccs3)C2)C1c1cccc(O)c1 (stereo not given)	0.51
Cc1ccc(NC(=S)NC(C)(C)C)c([N+](=O)[O-])c1	-0.16
O=C1C(=O)N(CCCN2CCOCC2)C(c2ccc(F)cc2)/C1=C(\O)c1ccccc1 (stereo not given)	0.81
CC(=O)CSc1nc2sc3c(c2c(=O)n1-c1ccccc1)CCC(C)C3 (stereo not given)	0.26
Clc1ccc(N=Cc2ccn(-c3ccccc3)n2)cc1	0.34
COC(=O)c1ccccc1S(=O)(=O)NC1C2(C)CCC(C2)C1(C)C (stereo not given)	-0.06
Cc1nc(-c2ccccn2)nc(N(C)c2ccccc2)c1Cl	0.42
CCCS/C(Nc1ccccc1Cl)=C(/C#N)S(=O)(=O)c1ccc(Cl)cc1	-0.81
c1cc2c(cc1CNCc1ccc3c(c1)OCO3)OCO2	2.41
OCCNC(=S)NCc1ccccc1	1.49
Cc1cc(OCc2nc(-c3ccccn3)no2)ccc1Cl	-0.81
Cc1csc2ncnc(N3CCN(C(=O)Nc4ccc(OC(F)(F)F)cc4)CC3)c12	-0.17
O=C(CN1C2=NCCCN2c2ccccc21)c1cccc2ccccc12	1.15
Nc1ccc(S(=O)(=O)Nc2nc(-c3ccccc3)cc(-c3ccccc3)n2)cc1	-0.47
CC(C)(C)c1onc(OCP(=O)(O)O)c1CC(N)C(=O)O (stereo not given)	0.47
FC(F)(F)COc1ccc(-c2nnc(SCc3ccc(Cl)cc3)o2)cn1	-0.25
Nc1nc(N)c2nc(-c3ccccc3)c(N)nc2n1	0
Cc1ccc(S(=O)(=O)N(CCO)CCO)cc1	-1.01
Cc1oc(S(=O)(=O)N2CCOCC2)cc1-c1nc(-c2ccc(C(C)(C)C)cc2)no1	0.66
COc1ccccc1N1CC(=O)NC1=O	-1.3
COc1cccc(C2CC(=O)Oc3c2c(=O)n(C)c2ccccc32)c1OC (stereo not given)	-0.96
COc1ccc(S(=O)(=O)N2c3ccc(C)cc3C(C)=CC2(C)C)cc1	-1.01
Cc1ccc(NC(=O)NN2CC(=O)N(c3ccccc3F)CC2=O)cc1	4.83*
SMILES	Dicer inh
Cn1c(=O)c2c(nc(Oc3ccc4ccccc4c3)n2Cc2c(Cl)cccc2Cl)n(C)c1=O	0.56
O=C(OCC1CC1)c1cnc(Sc2cc(C(F)(F)F)cc(C(F)(F)F)c2)nc1C(F)(F)F	17.3
FC(F)(F)c1cc(-c2cccs2)no1	1.51
CCOC(=O)CSc1nc2sc3c(c2c(=O)n1-c1ccc(OC)cc1)CCC3	1.12
COc1cc2c(cc1OC)-c1c(C#N)c(-c3ccc4c(c3)OCO4)c(C(C)=O)n1CC2	1.83
CCC(=O)N1c2ccccc2NC2=C(C(=O)CC(C)(C)C2)C1CC1CC=C(C)C1(C)C (stereo not given)	-0.46
CC(=O)NNc1cccc(C(F)(F)F)n1	0.03
O=C(CC1NCCN(Cc2ccccc2)C1=O)Nc1ccccc1 (stereo not given)	-0.17
COC(=O)C(C(=O)Nc1cc(C)on1)C1CCCC1 (stereo not given)	2.53
CN(C)c1ccc(/C=N/Nc2ccc([N+](=O)[O-])cn2)cc1	1.68
O=c1[nH]c2c(cnn2-c2ccccc2)c(=O)n1-c1ccccc1	2.18
COc1c(C(=O)O)sc(C(=O)O)c1OC	-0.56
Cc1ccc(-c2nc3ccccc3o2)cc1N	-0.44
O=S(=O)(c1ccc(Cl)cc1)c1nc(Cc2ccccc2)oc1N1CCOCC1	0.86
COc1ccc(S(=O)(=O)N2CCSC2c2ccccc2OC)cc1 (stereo not given)	0.65
O=C(O)c1ccc2nc(-c3ccc(O)cc3)sc2c1	4.49*
COCCn1c2c(c(=O)[nH]c1=O)C(c1ccc(SC)cc1)C1=C(N2)c2ccccc2C1=O (stereo not given)	1.39
CCOC(=O)c1csc(-c2cn(C(C)C)c(=O)n(Cc3ccccc3)c2=O)n1	0.31
Cc1cc(NC(=O)c2ccccc2Cl)n(C(C)(C)C)n1	0.03
CCOC(=O)Cc1csc(NS(=O)(=O)c2ccc(Cl)cc2)n1	9.02
CN1CCc2c(sc3c2C(=O)NC(c2ccc(Br)cc2)N3)C1 (stereo not given)	-0.13
Cc1ccc(Oc2ncccc2N)c2c1CCC2	-0.05
COc1ccc(-c2c3c(nc4c2c(=O)n(C)c(=O)n4C)-c2ccccc2CC3)c(Cl)c1OC	0.96
CCc1ccc(O)c(C(=O)c2cnc3cc(-c4ccccc4)nn3c2)c1	-2.88
CCCOc1c(Br)cc(C2C3=C(CCCC3=O)N(CC)C3=C2C(=O)CCC3)cc1OC	-0.06
CCOC(=O)c1sc(SC)c2c1CCCC2O (stereo not given)	-1.78
COCCOC(=O)C1=C(C)Nc2nc3ccccc3n2C1c1cccc(O)c1 (stereo not given)	2.34
Cc1onc(-c2c(F)cccc2Cl)c1NC(=O)OCc1sccc1-n1c(C)ccc1C	2.99

Gathered by group: those above containing an NH in an aromatic ring (13)
SMILES	Dicer inh
COc1ccc2[nH]c3c(c2c1)CCn1c-3nc2sc3c(c2c1=O)CCCCC3	0.69
COc1ccc(-c2cc(=O)[nH][nH]2)cc1	-6.58
C#CCSc1nc(C)c(Cc2c(F)cccc2Cl)c(=O)[nH]1	0.46
COC(OC)c1[nH]c(=S)ncc1C(=O)O	-1.22
COc1ccccc1OCCSc1nnc2[nH]c(=O)cc(N)n12	1.95
C=CCn1cnc2c1c(=O)[nH]c(=O)n2C	1.54
COCc1[nH]c(=S)c(C#N)cc1C(=O)OC	0.39
Cc1cc(=O)[nH]c(SCc2nc3ccccc3[nH]2)n1	-0.84
O=c1cc(O)c2sc3nc(-c4ccncc4)ccc3c2[nH]1	-1
Cc1ccc(-n2[nH]c(C)c(C=Nc3ccc(Cl)cc3)c2=O)cc1	0.73
CCCc1[nH]c(=O)cc2cc(OC)c(OC)cc12	-5.27
O=c1[nH]c2c(cnn2-c2ccccc2)c(=O)n1-c1ccccc1	2.18
COCCn1c2c(c(=O)[nH]c1=O)C(c1ccc(SC)cc1)C1=C(N2)c2ccccc2C1=O (stereo not given)	1.39
